Screening data from PubChem.
Bim-Bcl-XL = inhibitors of Bim-Bcl-XL interaction, human | Q07817 | Bim peptide-Bcl-XL binding, bead flow cytometry, fluorescence | inhibition, % at 10 µM | 190,000 compounds, 0.04% hits | AID 1007
RGS4-Gao reg = modulates binding of RGS4 to human Galphao | P09471 | Multiplexed bead flow cytometry; actives lie on both sides | binding response (% of control), % at 10 µM | 220,000 compounds, 0.33% hits; in the data active means binding response below about 49% or above about 150%; inactive means in between;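 further: fluorescent Galphao activated with aluminum fluoride binding bead-coupled RGS4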
Target sequence (P09471 whole entry, looked up): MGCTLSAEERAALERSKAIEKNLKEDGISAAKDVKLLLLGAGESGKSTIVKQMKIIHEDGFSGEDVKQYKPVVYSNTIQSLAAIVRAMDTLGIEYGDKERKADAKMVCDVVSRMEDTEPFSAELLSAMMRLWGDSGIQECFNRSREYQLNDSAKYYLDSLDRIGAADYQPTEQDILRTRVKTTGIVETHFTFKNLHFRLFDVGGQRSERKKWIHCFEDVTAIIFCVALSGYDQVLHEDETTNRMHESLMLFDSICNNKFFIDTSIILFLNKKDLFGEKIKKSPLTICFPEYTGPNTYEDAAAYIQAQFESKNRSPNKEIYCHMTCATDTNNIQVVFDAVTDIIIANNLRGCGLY
Bcl-W Bim block = human Bim-Bcl-W interaction inhibition; bead-based flow cytometry, Bim peptide-Bcl-W binding; inhibition, % at 10 µM; 190,000 compounds, 0.02% hits; AID 952;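 further: 0% = bound tracer without compound and 100% = peptide blocker; higher means less fluorescent Bim peptide bound to Bcl-W beads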
Target sequence (Q92843 whole entry, looked up): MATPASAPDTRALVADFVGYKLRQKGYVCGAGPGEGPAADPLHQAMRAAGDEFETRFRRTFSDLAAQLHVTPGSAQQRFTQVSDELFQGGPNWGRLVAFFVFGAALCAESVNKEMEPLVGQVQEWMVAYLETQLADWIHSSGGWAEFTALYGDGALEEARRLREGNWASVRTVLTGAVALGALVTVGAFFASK
Bfl-1 Bim block = inhibitors of Bim-Bfl-1 interaction, human. inhibition, % at 10 µM. Bead-based flow cytometry, Bim-Bfl-1 binding inhibition. Q16548. 190,000 compounds, 0.12% hits;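 further: 0% = wells without compound plus tracer and 100% = blocker peptide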
RGS7-Gao = regulators of human RGS7-Galphao interaction | P09471 | Multiplexed bead flow cytometry, RGS7-Galphao binding; actives lie on both sides | binding response (% of control), % at 10 µM | 220,000 compounds, 0.35% hits | AID 1439; in the data active means binding response below about 49% or above about 150%; inconclusive means no clear call, values can overlap the other calls; inactive means in between;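 further: fluorescent Galphao held in activated GDP-AlF4 state binding bead-coupled RGS7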
Bcl-B Bim block = disrupts Bim peptide binding to human Bcl-B; Q9HD36; bead-based flow cytometry; inhibition, % at 10 µM; 190,000 compounds, 0.073% hits;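 further: 0% = tracer peptide without compound and 100% = reference inhibitor peptide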
Target sequence (Q9HD36 whole entry, looked up): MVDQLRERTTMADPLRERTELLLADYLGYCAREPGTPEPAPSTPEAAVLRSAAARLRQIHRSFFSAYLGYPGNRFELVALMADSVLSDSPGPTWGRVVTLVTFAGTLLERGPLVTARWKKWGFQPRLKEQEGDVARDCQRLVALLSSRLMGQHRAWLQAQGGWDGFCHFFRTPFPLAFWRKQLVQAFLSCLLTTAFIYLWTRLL
RGS8-Gao = regulators of human RGS8-Galphao interaction. multiplexed bead flow cytometry, RGS8-Galphao binding; actives lie on both sides. P09471. 220,000 compounds, 0.34% hits. AID 1423. response (percent of control binding), % at 10 µM; in the data active means response below about 60% or above about 140%; inactive means in between;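 further: Galphao activated as the GDP aluminium fluoride complex binding bead-coupled RGS8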
Mcl1 Bid PPI = disrupts binding of human Mcl-1 to Bid peptide. inhibition, % at 21.7 µM. AID 1021. TR-FRET Mcl-1/Bid-Dy647 peptide binding, 1536-well. 220,000 compounds, 0.97% hits;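 active means compounds that cut the binding signal by more than half at the single screening dose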;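 further: His-tagged Mcl-1 with europium anti-His antibody binding Bid BH3 peptide; 0% = Mcl-1 plus peptide wells and 100% = peptide-only wells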
Bcl-2 Bim block = inhibitors of Bim-Bcl-2 interaction, human | P10415 | Bead-based flow cytometry, Bim peptide-Bcl-2 binding | inhibition, % at 10 µM | 190,000 compounds, 0.06% hits | AID 950; in the data active means inhibition above about 40%; inconclusive means no clear call, values can overlap the other calls;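 further: 0% = no compound wells with probe peptide and 100% = reference peptide inhibitor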
Target sequence (P10415 whole entry, looked up): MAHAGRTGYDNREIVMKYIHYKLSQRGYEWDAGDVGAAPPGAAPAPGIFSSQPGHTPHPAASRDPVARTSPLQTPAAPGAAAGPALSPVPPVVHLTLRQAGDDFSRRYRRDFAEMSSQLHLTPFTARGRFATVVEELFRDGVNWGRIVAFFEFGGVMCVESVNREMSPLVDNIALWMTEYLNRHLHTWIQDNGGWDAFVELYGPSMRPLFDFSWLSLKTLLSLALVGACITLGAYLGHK
Mcl1-Noxa inh = Mcl-1/Noxa interaction inhibition | 220,000 compounds, 1.5% hits | TR-FRET Mcl-1/Noxa peptide binding, 2 h | inhibition, % at 21.7 µM;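 active means compounds that cut the protein-peptide binding signal by more than 50% relative to plate controls in a single-dose test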;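 further: His-tagged Mcl-1 with rhodamine Noxa BH3 peptide and terbium anti-His antibody; 0% = Mcl-1 plus Noxa peptide wells and 100% = peptide-only wells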
Bim-Mcl-1 = disrupts Bim peptide binding to human Mcl-1; 190,000 compounds, 0.1% hits; Bead-based flow cytometry, Bim peptide-Mcl-1 binding; AID 1009; Q07820; inhibition, % at 10 µM;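 further: 0% = no compound tracer wells and 100% = peptide blocker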
* = called active by the depositor; ? = inconclusive; · = no result given. Unless noted, no stated cut-off is given here; in the data, active means inhibition above about 40%.

| Bim-Bcl-XL | RGS4-Gao reg | Bcl-W Bim block | Bfl-1 Bim block | RGS7-Gao | Bcl-B Bim block | RGS8-Gao | Mcl1 Bid PPI | Bcl-2 Bim block | Mcl1-Noxa inh | Bim-Mcl-1 | structure |
| --- | --- | --- | --- | --- | --- | --- | --- | --- | --- | --- | --- |
| 1 | 103 | 0 | 0 | ? | -3 | 101 | -42 | 2 | -4 | 0 | CC(C)c1cc(C(=O)OCC(=O)NC(=O)NCc2ccco2)c(O)c(C(C)C)c1 |
| 0 | 100 | 0 | -6 | 102 | -3 | 100 | -38 | -2 | -13 | 3 | O=C(C1CCCCC1)N1CCCC(c2nc(-c3ccc(F)cc3)no2)C1 (centres undefined) |
| -3 | 100 | -2 | -16 | 102 | -7 | 101 | 87* | -10 | 8 | -1 | Cc1ccc(S(=O)(=O)CCC(=O)OCC(=O)Nc2ncc(Cl)cc2Cl)cc1 |
| -3 | 113 | -1 | -7 | 106 | -7 | 105 | -9 | -2 | 8 | 0 | COc1ccccc1/C=N/N1C(=O)C2C3C=CC(CC3)C2C1=O (centres undefined) |
| · | 100 | · | · | ? | · | 101 | 78* | · | 78* | · | O=C(CN1C(=O)/C(=C2\SC(=S)N(C3CCS(=O)(=O)C3)C2=O)c2ccccc21)Nc1ccc(F)cc1 (centres undefined) |
| -3 | 102 | 0 | -2 | 104 | -2 | 102 | 0 | -1 | 7 | -4 | Cc1cc(C)cc(OCC(=O)N(Cc2cccs2)C2CCS(=O)(=O)C2)c1 (centres undefined) |
| -5 | 104 | -4 | -19 | 110 | -9 | 100 | -20 | -9 | 11 | -2 | COCc1cc(C2C(C(=O)c3ccco3)=C(O)C(=O)N2CCOCCO)ccc1O (centres undefined) |
| -3 | 102 | 0 | 0 | 102 | -5 | 101 | 5 | 0 | 15 | 0 | O=C(Nc1nnc(/N=C/c2ccco2)s1)c1ccc(F)cc1 |
| -2 | 104 | -1 | 0 | 104 | 0 | 101 | 4 | -2 | 6 | -1 | O=C(Nc1cccc(-c2nc3cccnc3s2)c1)c1ccco1 |
| -3 | 100 | -3 | 0 | 101 | -6 | 102 | -8 | 5 | 14 | 12 | CCCCNC(=S)Nc1cccc(C(C)=O)c1 |
| · | 102 | · | · | ? | · | 100 | -106 | · | 20 | · | CCCc1c(O)nc(SC2CC(=O)N(c3ccc(OC)cc3)C2=O)[nH]c1=O (centres undefined) |
| · | 92 | · | · | ? | · | 99 | -31 | · | 8 | · | CCOC(=O)CNC(=O)Cc1ccc(Cl)cc1 |
| -7 | 95 | -5 | 0 | 98 | -4 | 100 | 6 | -3 | 3 | -2 | O=C1C2C3c4ccccc4C(c4ccccc43)[C@@H]2C(=O)N1c1nc(-c2ccccc2)cs1 (some centres undefined) |
| -3 | 101 | -5 | -8 | 103 | -7 | 99 | -30 | -4 | 7 | -3 | COc1cc(-c2[nH]ncc2CN2CCN(Cc3cccs3)CC2)cc(OC)c1OC |
| -4 | 98 | 0 | -15 | 96 | -4 | 101 | 15 | -5 | 22 | 0 | CN(c1ccc(C(=O)N2CCCCC2)cc1)S(=O)(=O)c1ccccc1 |
| -3 | 99 | -4 | -2 | 98 | 0 | 92 | -29 | -5 | 1 | -3 | COC(=O)c1ccc(NCC(=O)c2ccccc2)cc1 |
| -5 | 104 | -1 | -1 | 103 | 0 | 101 | -13 | -5 | -170 | -3 | Cc1cc(C)c(C#N)c(SCc2cc3c(cc2Cl)OCO3)n1 |
| 0 | 104 | 0 | 7 | 106 | 2 | 103 | -1 | 1 | 0 | 0 | Cc1ccc(N2C(=O)C3C4CC(=O)C(c5ccccc54)C3C2=O)cc1C (centres undefined) |
| 0 | 99 | -1 | 7 | 98 | 2 | 101 | 0 | 2 | 9 | -1 | CCOC(=O)C1=C(C)N=C2SC(C(=O)OC)=CC(=O)N2C1c1ccc(OC)cc1 (centres undefined) |
| -8 | 104 | -3 | -9 | 104 | -11 | 100 | -20 | -3 | 15 | -4 | O=C(NC(=S)N1CCN(Cc2ccccc2)CC1)c1ccccc1 |
| -4 | 99 | -1 | -6 | 92 | -2 | 98 | -9 | -2 | -4 | -1 | COc1ccc(OC)c2[nH]c(=O)c(CCNC(=O)c3cccs3)cc12 |
| -11 | 99 | -4 | -18 | 102 | -8 | 101 | -1 | -8 | -2 | -4 | CCc1cc2c(=O)n(CC)c(SC(C)C(=O)Nc3c(C)n(C)n(-c4ccccc4)c3=O)nc2s1 (centres undefined) |
| 0 | 101 | -1 | 0 | 104 | -4 | 104 | -27 | 1 | 8 | 0 | COCCN(C(=O)CC1C(=O)NCCN1CC(c1ccccc1)c1ccccc1)C(C)C (centres undefined) |
| · | 101 | · | · | ? | · | 97 | -85 | · | -10 | · | CC1CCC2(CC1)NC(=O)N(CC(=O)Nc1ccc3c(c1)CCC3)C2=O (centres undefined) |
| -1 | 91 | -4 | -6 | 94 | 0 | 91 | -25 | 2 | 19 | -2 | N#C/C(=C\c1cccc([N+](=O)[O-])c1)c1ccccn1 |
| 0 | 89 | 0 | -4 | 88 | -5 | 87 | -26 | -1 | 12 | 1 | COc1ccccc1C(=O)C1CCCN(C(=O)CSc2ccccn2)C1 (centres undefined) |
| -3 | 99 | -4 | -1 | 99 | -3 | 100 | 2 | -1 | 23 | -4 | CN(C)CCCN1c2ccccc2Sc2ccc(C(F)(F)F)cc21 |
| -4 | 101 | -5 | -10 | 102 | -7 | 97 | -35 | -6 | 6 | -2 | CCOc1cc(NC(=S)NCCCN2CCOCC2)c(OCC)cc1NC(=O)C1CC1 |
| · | 89 | · | · | ? | · | 97 | -13 | · | -11 | · | Cc1ccc(S(=O)(=O)N2CCOC2CNC(=O)C(=O)NCCc2ccc(S(N)(=O)=O)cc2)cc1 (centres undefined) |
| 0 | 106 | 0 | 1 | 104 | -4 | 109 | 11 | 0 | 26 | -1 | Cc1ccc(-c2cc(C(=O)N/N=C/c3c[nH]c4ccccc34)[nH]n2)cc1 |

Arranged by the number under Bcl-2 Bim block (highest first): three of the compounds above
| Bim-Bcl-XL | RGS4-Gao reg | Bcl-W Bim block | Bfl-1 Bim block | RGS7-Gao | Bcl-B Bim block | RGS8-Gao | Mcl1 Bid PPI | Bcl-2 Bim block | Mcl1-Noxa inh | Bim-Mcl-1 | structure |
| --- | --- | --- | --- | --- | --- | --- | --- | --- | --- | --- | --- |
| 0 | 99 | -1 | 7 | 98 | 2 | 101 | 0 | 2 | 9 | -1 | CCOC(=O)C1=C(C)N=C2SC(C(=O)OC)=CC(=O)N2C1c1ccc(OC)cc1 (centres undefined) |
| 0 | 106 | 0 | 1 | 104 | -4 | 109 | 11 | 0 | 26 | -1 | Cc1ccc(-c2cc(C(=O)N/N=C/c3c[nH]c4ccccc34)[nH]n2)cc1 |
| -11 | 99 | -4 | -18 | 102 | -8 | 101 | -1 | -8 | -2 | -4 | CCc1cc2c(=O)n(CC)c(SC(C)C(=O)Nc3c(C)n(C)n(-c4ccccc4)c3=O)nc2s1 (centres undefined) |

Record cards (already shown). Order of screens: Bim-Bcl-XL, RGS4-Gao reg, Bcl-W Bim block, Bfl-1 Bim block, RGS7-Gao, Bcl-B Bim block, RGS8-Gao, Mcl1 Bid PPI, Bcl-2 Bim block, Mcl1-Noxa inh, Bim-Mcl-1
CN(C)CCCN1c2ccccc2Sc2ccc(C(F)(F)F)cc21 in the list: -3, 99, -4, -1, 99, -3, 100, 2, -1, 23, -4
Cc1ccc(N2C(=O)C3C4CC(=O)C(c5ccccc54)C3C2=O)cc1C (centres undefined) in the list: 0, 104, 0, 7, 106, 2, 103, -1, 1, 0, 0
Cc1cc(C)c(C#N)c(SCc2cc3c(cc2Cl)OCO3)n1 in the list: -5, 104, -1, -1, 103, 0, 101, -13, -5, -170, -3

More structures:
| Bim-Bcl-XL | RGS4-Gao reg | Bcl-W Bim block | Bfl-1 Bim block | RGS7-Gao | Bcl-B Bim block | RGS8-Gao | Mcl1 Bid PPI | Bcl-2 Bim block | Mcl1-Noxa inh | Bim-Mcl-1 | structure |
| --- | --- | --- | --- | --- | --- | --- | --- | --- | --- | --- | --- |
| -7 | 99 | -5 | -14 | 102 | -9 | 101 | -19 | -6 | 9 | -1 | CS(=O)(=O)N(CC(=O)N/N=C/c1ccc(OCC(=O)N2CCOCC2)cc1)c1ccccc1Cl |
| 0 | 105 | 0 | 0 | 102 | 4 | 103 | -8 | 2 | 3 | 1 | CCN(C(=O)Cc1c(C(=O)O)n(C)c2ccccc12)c1ccc(F)cc1 |
| -3 | 104 | -1 | -4 | 102 | -1 | 101 | -6 | 0 | 6 | 2 | c1nnn(C23CC4CC(CC(C4)C2)C3)n1 |
| -7 | 101 | -1 | -17 | 103 | -13 | 99 | -16 | -13 | · | -5 | CC1(C)CC(N(Cc2cccs2)C(=O)c2ccco2)CCO1 (centres undefined) |
| -1 | 99 | -2 | -3 | 100 | -1 | 99 | -5 | -4 | -7 | 1 | Cc1ccc(OCC(O)CN2CCN(CC(O)COc3ccc(C)cc3)CC2)cc1 (centres undefined) |
| -9 | 93 | -4 | -6 | 90 | -10 | 98 | -12 | -5 | 13 | -5 | Cc1ccc(C(=O)N/C(=C/c2ccco2)C(=O)O)cc1 |
| -3 | 95 | -1 | 0 | 96 | -2 | 93 | -9 | 1 | 4 | 0 | Cn1c(=O)n(C)c2cc(/C=C3/SC(=O)N(CC(=O)N4CCOCC4)C3=O)ccc21 |
| · | 94 | · | · | ? | · | 97 | -27 | · | 23 | · | CCCCCc1cc(=O)oc2c(C(CCN(CC)CC)c3ccc(OC)cc3)c(OC)cc(OC)c12 (centres undefined) |
| -2 | 106 | 0 | -2 | 108 | 0 | 109 | -21 | 0 | 12 | -4 | CCCNC(=S)Nc1ccc(Br)cc1 |
| 0 | 108 | -2 | -4 | 108 | 0 | 106 | -22 | -1 | 11 | 0 | CN(C)CCCNc1ccc(-c2nn(C)c(=O)c3ccccc23)cc1[N+](=O)[O-] |
| -1 | 100 | 0 | -8 | 98 | -6 | 101 | -15 | -5 | 36 | 0 | COc1ccc(-n2cc(-c3ccccc3)c3c(N4CCN(CCO)CC4)ncnc32)cc1 |
| -6 | 102 | -3 | 0 | 98 | 0 | 103 | -4 | -7 | -17 | -2 | FC(F)(F)c1cccc(Oc2nc(-c3ccccc3)nnc2C(F)(F)F)c1 |
| -9 | 102 | -3 | -19 | 103 | -10 | 101 | 1 | -13 | -4 | -7 | COc1ccc(OCC(=O)N2CCN(C(=O)COc3ccccc3)CC2)cc1 |
| -3 | 87 | -3 | -8 | 80 | -1 | 88 | -2 | -6 | 8 | 0 | CC(=O)NCC(=O)N1CCCC(C(=O)c2ccc(Oc3ccccc3)cc2)C1 (centres undefined) |
